Compound activity: PubChem BioAssay, several laboratories
Insulin prom up: MIN6 insulin promoter up-regulation; AID 1625; MIN6 insulin promoter-GFP reporter, high-content imaging; stronger effect = higher value; 0.3% of 190,000 active; z-score at 5 µM;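 active = z-score above 3 at 5 µM with at least 500 cells counted in the well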
AID2073: inhibitors of Mint1-CaV2.2 protein interaction, biochemical, HTRF (AID 2073) | HTRF protein-protein interaction, Mint1-CaV2.2; higher % means a stronger effect | 0.19% of 290,000 active | inhibition, % at 20 µM; hits with a dose series show IC50 in µM; in the data active = inhibition mostly above about 51%, no sharp cut-off; note: some results filed as inactive read as strong as hits
b-catenin transl: alters nuclear translocation of beta-catenin in HeLa cells; nuclear translocation activity, % at 5 µM; immunofluorescence imaging; AID 1665; 0.3% of 190,000 active;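 active = nuclear translocation activity above 50% at 5 µM, with a well cell count of 50 or more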;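 note: per-cell ratio of nuclear to cytoplasmic median beta-catenin stain intensity; plate controls were DMSO negative control for no effect and GSK-3 inhibitor IX positive control for full effect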
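Test system: human HeLa cells, endogenous beta-catenin. Times: 24 h compound exposure, 37°C. Measured by: beta-catenin immunofluorescence imaging with DAPI.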
MT stabilize HCS: microtubule stabilization, imaging screen | HeLa tubulin immunostaining HCS, 24 h; share of cells brighter than vehicle mean+2SD | % tubulin-high responders, % at 10 µM | 0.83% of 200,000 active | AID 2205;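 active = plate Z-score above 3 for both tubulin-high and condensed-nucleus cell shares, with cell loss under 80%, at 10 µM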;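 note: anti alpha tubulin signal scored within the nucleus-defined area of each cell; some results filed as inactive read as strong as hits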
Autophagy HCS: alters autophagy in cells | calls only at 10 µM (by protocol) | AID 463193 | MEF GFP-LC3 puncta imaging; test concentration mostly 10 µM | 0.98% of 190,000 active;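 active = percentage of spot-positive cells more than 3 SD above its plate mean, without a fluorescence outlier flag or 80% toxicity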;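 note: spot-positive cell cutoff set from DMSO-treated cells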
Yfh1-depleted yeast: mitochondrial function rescue without frataxin homolog – Friedreich's ataxia, plus single-dose screen, dose response (AID 1465). S. cerevisiae Yfh1-off respiration, WST-1 reduction, 72 h; higher fold induction means a stronger effect. one-dose fold induction at 50 µM; EC50 in µM for titrated hits. 0.074% of 220,000 active;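 active = fold induction of absorbance versus untreated yeast above a set limit, then at least 30% activation at any dose in follow-up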;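 note: activators that raise dye reduction in frataxin-depleted yeast; strong numbers were not always called active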
WT yeast gro inh: growth inhibition of WT yeast, mitochondrial fusion screen. mitochondrial fusion phenotypic screen, WT strain. inhibition, % at 10 µM. 2.1% of 190,000 active. AID 1362; in the data active = inhibition above about 58%; tested in S. cerevisiae
HIV fusion peptide: cell-free HIV fusion peptide-binding blockers – biochemical, uHTS, fluorescence dequenching, primary screen (AID 1986); cell-free peptide binding, fluorescence dequenching, 30 min; higher % means a stronger effect; 0.3% of 290,000 active; one-dose inhibition, % at 20 µM; IC50 in µM for titrated hits; in the data active = inhibition mostly above about 52%, no sharp cut-off; inactive = mostly below about 76%; note: some results filed as inactive read as strong as hits
Dynein cargo inh: blocks dynein driven cargo transport along microtubules; 3617.4 mouse cells, GR-EGFP nuclear translocation imaging; test concentration mostly 20 µM; stimulated with dexamethasone, 1 µM; stronger effect = lower value; z-score, hits read low; 0.47% of 220,000 active;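 active = plate z-score of nuclear minus cytoplasmic receptor signal below a set negative limit, without overly bright fluorescence or cell loss, cut at about -3.5 in these data, passing the limit was not always enough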;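 note: z-score of nuclear minus cytoplasmic ring GR-EGFP intensity difference per well; some compounds called inactive have numbers as strong as hits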
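Buffer or medium – tet-free medium with charcoal-stripped serum · Signal – automated 10x imaging of fixed Hoechst-stained cells · Also added – dexamethasone agonist, 1.0 µM final, for 30 min · Incubation – induction 48 h, compound 1 h, agonist 30 min · Read-out – GR-EGFP nuclear translocation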
WT yeast gro inh mutant strain: further read-out of WT yeast gro inh, marked with its call; inhibition, %; mitochondrial fusion phenotypic screen, mutant strain inhibition
Dynein cargo inh cytoplasmic EGFP: further read-out of Dynein cargo inh, marked with its call; z-score; measured here: cytoplasmic GR-EGFP intensity; stronger effect = higher value
Dynein cargo inh nuclear GR-EGFP: recorded beside Dynein cargo inh, whose call it bears; z-score; measured here: nuclear GR-EGFP intensity;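 lower value marks the stronger effect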
Dynein cargo inh cell count: further read-out of Dynein cargo inh, marked with its call; z-score; measured here: cell count per field
Insulin prom up cell count: also measured in Insulin prom up; calls as there; cell count; measured here: cytotoxicity, nuclei count;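 total cells summed across four imaged fields per well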
b-catenin transl cell count 5 µM: second read-out of b-catenin transl, no call of its own (marks repeat the call); cell count; measured here: cell count, cytotoxicity flag
MT stabilize HCS Hoechst-high %: recorded beside MT stabilize HCS, whose call it bears; % Hoechst-high responders; measured here: nuclear condensation Hoechst responders;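 share of cells brighter than vehicle mean plus two SD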
MT stabilize HCS cytotoxicity %: second read-out of MT stabilize HCS, no call of its own (marks repeat the call); toxicity, %; measured here: cytotoxicity by cell density;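 0% = mean cell density of plate MIN control wells and 100% = no cells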
Autophagy HCS cell loss 18 h: also measured in Autophagy HCS; calls as there; toxicity, %; measured here: cell loss, nuclei count;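 cell loss after 18 h compound exposure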
Active calls of the source: *; i = inactive; . = no result given.

SMILES	Insulin prom up	Insulin prom up cell count	AID2073	b-catenin transl	b-catenin transl cell count 5 µM	MT stabilize HCS	MT stabilize HCS Hoechst-high %	MT stabilize HCS cytotoxicity %	Autophagy HCS	Autophagy HCS cell loss 18 h	Yfh1-depleted yeast	WT yeast gro inh	WT yeast gro inh mutant strain	HIV fusion peptide	Dynein cargo inh	Dynein cargo inh cytoplasmic EGFP	Dynein cargo inh nuclear GR-EGFP	Dynein cargo inh cell count
C=CC(C)(C)c1[nH]cnc1/C=C1\NC(=O)C(C(C)C)NC1=O (stereo not drawn)	0.42	1066	-10%	7.5	1045	.	.	.	.	.	i	.	.	0.3%	-0.47	-0.79	0.11	0.12
O=C(CSCc1ccc(Cl)cc1)c1ccco1	0.49	916	-6%	-0.7	1209	.	.	.	.	.	i	20	13	3.1%	.	.	.	.
COCCNC(=S)N1CCC(NC(=O)C23CC4CC(CC(C4)C2)C3)CC1	-0.08	1260	-15%	-0.1	1119	3.5	1.5	6.5	i	3	i	-6	0	3.0%	0.49	-0.25	0.49	-0.52
CCCC(=O)Nc1cc(C)c(NC(=O)Cc2ccccc2)cn1	0.43	1234	16%	-6.4	971	5.0	2.7	3.0	i	-7	.	-3	-2	-1.3%	-0.38	-0.23	0.1	0.31
CC12CCC(=O)N1C(C(=O)OCC(=O)Nc1ccc(S(N)(=O)=O)cc1)CS2 (stereo not drawn)	1.4	2300	-2%	1.5	922	3.6	2.0	9.6	i	19	i	-7	-3	0.4%	-0.86	-0.28	-0.48	1.1
Cc1oc(-c2ccccc2)nc1C(=O)O	1.3	1452	6%	-1.2	963	5.2	1.9	3.5	i	2	i	-11	-18	0.0%	-0.077	-0.34	0.41	0.28
COc1ccc(-n2c(C)cc(C(=O)CN3C(=O)C(=O)N(Cc4ccccc4)C3=O)c2C)cc1	-1.1	1126	-4%	6.4	1005	13*	50*	38*	i	-3	i	-10	-18	-0.8%	-0.95	-0.24	-0.54	1.8
COC(=O)C(NC(=O)c1ccco1)(Nc1cc(C)ccn1)C(F)(F)F (stereo not drawn)	-0.04	1245	11%	-0.9	1225	2.1	0.3	31	i	-2	i	-1	-2	2.3%	0.32	-0.091	0.41	-0.15
CC1(c2nnc(Cc3ccccc3)o2)CC(c2cccc(Cl)c2)=NO1 (stereo not drawn)	0.25	1043	15%	1.0	1309	.	.	.	.	.	i	.	.	0.9%	0.45	-0.81	0.28	-0.44
Cc1nc([N+](=O)[O-])c(SCC(N)=O)n1Cc1ccccc1	-0.36	1437	5%	0.0	1067	2.4	1.8	4.0	i	-12	i	-2	6	-0.6%	-0.82	-0.3	-0.37	0.85
COc1ccc(-c2cc(C3CCN(c4ccc(C(C)=O)cc4[N+](=O)[O-])CC3)[nH]n2)cc1	.	.	13%	.	.	1.3	2.2	7.3	i	11	i	17	2	-2.8%	-0.42	-0.19	0.013	0.29
CC(=O)Nc1ccc(OC(=O)COc2ccc(Br)cc2)cc1	0.21	1434	0%	.	.	7.1	2.0	3.2	i	8	i	-21	10	1.2%	-0.8	-0.28	-0.55	0.61
Cc1ccccc1NC(=O)CC1(c2ccc(N(C)C)cc2)C(=O)c2ccccc2C1=O	.	.	-18%	.	.	2.6	2.5	5.2	i	19	i	-32	-11	-3.8%	0.17	-0.21	-0.58	0.21
CC(=O)Nc1ccc(S(=O)(=O)NC(CC(=O)N(C)Cc2ccccc2)C(C)C)cc1 (stereo not drawn)	-0.38	1493	2%	-0.4	1468	3.2	2.3	2.4	i	2	i	14	-2	-1.5%	-0.35	-0.21	0.18	0.57
COC(=O)CSc1nnc(-c2ccc(S(=O)(=O)N3CCCC3)cc2)n1C	.	.	21%	3.4	1012	1.6	1.6	6.9	i	-7	i	-14	-29	-1.2%	-0.85	0.01	-0.28	0.27
CCN(C(=O)CSc1nnc(Cn2nnc3ccccc32)o1)c1nc(C)cs1	0.01	971	-36%	-0.4	1225	3.3	1.7	1.7	i	1	.	-3	-10	-0.5%	0.31	-0.23	0.12	0.33
COCC(=O)Nc1ccc2nc3n(c(=O)c2c1)CCCCC3	0.46	969	19%	-0.2	1356	.	.	.	.	.	i	.	.	-1.2%	0.96	0.017	0.78	-0.78
Cc1ccc(C(=O)N/C(=C\c2cccs2)C(=O)NCCc2ccccn2)cc1C	0.41	1202	-1%	.	.	2.2	2.7	8.3	i	2	i	-11	10	1.9%	-0.4	-0.29	-0.046	-0.18
c1ccc2cc3[nH]c(CN4CCCCC4)nc3cc2c1	0.5	943	-2%	.	.	3.8	1.8	8.2	i	-1	i	9	4	-0.5%	-0.13	-0.077	0.036	-0.44
COc1ccc(CCNC(=O)COC(=O)C23CC4CC(CC(C4)C2)C3)cc1	0.12	1498	20%	-1.0	1145	2.7	2.2	6.0	i	-7	i	10	-10	0.3%	0.63	-0.15	0.47	-1
CC(C(=O)N1CCCc2ccccc21)N1CCN(c2ccccn2)CC1 (stereo not drawn)	0.1	1229	-7%	-2.2	1122	4.4	3.4	4.7	i	13	i	-3	0	1.5%	1.7	-0.28	1.2	-0.94
Cc1ccc(OCC(=O)Nc2ccc(N3CCCC3)cc2)cc1C	-0.5	1084	9%	-4.6	811	2.4	1.2	5.9	i	5	i	3	-9	-0.2%	0.12	-0.18	-0.14	0.27
COc1ccc(OCCOCCN2CCOCC2)cc1	-0.13	880	0%	.	.	2.0	1.3	16	i	3	i	-7	-2	-1.3%	1.3	-0.24	0.53	-0.3
CN(C)C(=O)c1coc2nc3ccccc3nc12	-0.19	988	7%	-0.3	1300	.	.	.	.	.	i	.	.	-0.5%	0.81	-0.18	0.3	-0.06
Nc1ccccc1Sc1cc(Cl)nnc1Cl	0.66	1356	0%	2.3	911	.	.	.	.	.	i	.	.	-2.9%	-0.18	-0.19	-0.12	0.43

Other results
SMILES	Insulin prom up	Insulin prom up cell count	AID2073	b-catenin transl	b-catenin transl cell count 5 µM	MT stabilize HCS	MT stabilize HCS Hoechst-high %	MT stabilize HCS cytotoxicity %	Autophagy HCS	Autophagy HCS cell loss 18 h	Yfh1-depleted yeast	WT yeast gro inh	WT yeast gro inh mutant strain	HIV fusion peptide	Dynein cargo inh	Dynein cargo inh cytoplasmic EGFP	Dynein cargo inh nuclear GR-EGFP	Dynein cargo inh cell count
O=C(Nc1cc(C(F)(F)F)ccc1F)C1CCC1	-0.13	1195	6%	-0.9	1175	3.8	1.9	1.5	i	1	i	4	-61	-1.9%	-0.66	-0.26	-0.33	0.42
Cc1ccc(N(CCC(=O)O)S(=O)(=O)c2ccc(C)cc2)cc1	-0.38	1381	4%	-1.0	1016	3.4	2.4	5.4	i	-4	i	-7	-24	0.1%	-0.53	-0.26	-0.2	0.35
CN(C)CCCN(Cc1cc2cc3c(cc2[nH]c1=O)OCO3)C(=S)Nc1cccc(Cl)c1	-0.06	1006	-7%	1.2	1492	.	.	.	i	-11	i	-18	-22	-2.1%	-0.29	0.46	0.25	-0.7
COC(=O)N/N=C(\C)c1ccc(OC(F)F)cc1OC(F)F	-0.78	1397	9%	0.6	1046	6.0	2.7	5.0	i	15	i	-2	-3	1.7%	-0.75	-0.23	-0.58	0.37
CCn1c(SCc2nc3cc(OC)c(OC)cc3c(=O)[nH]2)nc2ccccc21	-0.57	1556	2%	-2.3	1095	4.5	2.0	10	i	2	i	-15	13	-1.4%	-0.75	-0.13	0.21	0.2
O=C(NCc1ccco1)c1ccc(S(=O)(=O)N2CCOCC2)cc1	-0.28	1649	1%	2.0	1205	3.5	1.5	4.6	i	-5	i	-1	13	21%	0.63	0.071	-0.23	-1.2
COc1ccccc1C(=O)C1CCCN(C(=O)c2ccc3c(c2)OCCO3)C1 (stereo not drawn)	-0.03	1408	11%	0.8	988	2.7	1.4	7.0	i	-13	i	-9	3	0.9%	-0.95	-0.33	-0.3	1.2
COc1ccccc1C(c1nnnn1C(C)(C)C)N1CCN(C(=O)c2ccco2)CC1 (stereo not drawn)	0.23	1149	4%	-2.7	833	1.7	1.9	8.8	i	-1	i	19	26	-0.5%	-0.18	-0.11	-0.015	0.62
COc1ccc(NC(=O)c2ccc(Cl)c(S(=O)(=O)N3CCc4ccccc4C3)c2)cn1	0.22	1170	1%	.	.	4.1	2.9	5.7	i	-52	i	58*	45*	2.1%	-0.9	-0.15	0.096	0.14
O=C(COc1ncnc2scc(-c3ccc(F)cc3)c12)NCc1ccco1	1.1	881	7%	.	.	1.3	1.3	9.2	i	-2	i	-14	-8	-1.9%	-1.6	-0.46	-0.89	0.86
CCc1nnc(NC(=O)CCC(=O)N2CCN(Cc3ccccc3)CC2)s1	1	1316	3%	-2.2	821	4.7	1.7	1.1	i	5	i	38	41	-1.9%	1	0.0062	0.27	0.099
CN1c2ccccc2C(=O)C(=C2SCCCS2)S1(=O)=O	-0.91	1312	-4%	0.8	1300	.	.	.	.	.	i	.	.	0.6%	-0.66	-0.2	-0.42	0.39
COc1cc(Cl)c(C)cc1NC(=O)COC(=O)c1cnc(C)cn1	0.12	1911	1%	-0.5	1054	2.3	1.4	55	i	6	i	6	-1	0.8%	0.17	-0.13	0.71	-0.31
O=C(Cn1c(C(=O)N2CCN(C3CCCCC3)CC2)cc2sccc21)c1ccccc1	0.46	1273	-6%	1.6	1160	2.0	0.8	5.9	i	6	i	-9	-5	0.2%	2.5	-0.033	1.8	-1.5
O=C1CCCc2nc(NCc3ccco3)ncc21	.	.	5%	-3.7	949	1.6	3.0	9.8	i	0	i	7	-9	2.9%	-0.078	-0.2	0.22	0.33

Not a hit list; overall some 4.2% were active at least once.
